rCAG binder = r(CAG) repeat RNA binding; TO-PRO-1 dye displacement fluorescence; inhibition, % at 3 µM; 1.3% of 370,000 active;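 active = inhibition above the plate cutoff, the mean of all test compounds on that plate plus 3 SD, cut at about 35% in these data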;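 also: 0% = DMSO alone and 100% = 100 µM mitoxantrone as full dye displacement; higher means more dye released from RNA so lower well fluorescence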
GC-B act = GC-B (human) receptor activation. P20594. HEK293-GC-B cells, CNP EC30, cGMP TR-FRET; 0% at EC30 CNP, 100% saturating CNP. activation, % at 10 µM. 0.11% of 370,000 active. AID 1920062;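 active = activation at 10 µM reaching about 35% in either raw or pattern-adjusted values, limit read from the data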
ASAP1 inh = inhibitors of human ASAP1 ArfGAP activity. inhibition, % at 16.5 µM. Q9ULH1. 0.19% of 360,000 active. ASAP1-stimulated ARF1 GTP hydrolysis, GDP FP detection. AID 624377; in the data active = inhibition above about 25%;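 also: 0% = vehicle with enzyme and substrate and 100% = no enzyme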
Target sequence (Q9ULH1 325-724 limits assumed): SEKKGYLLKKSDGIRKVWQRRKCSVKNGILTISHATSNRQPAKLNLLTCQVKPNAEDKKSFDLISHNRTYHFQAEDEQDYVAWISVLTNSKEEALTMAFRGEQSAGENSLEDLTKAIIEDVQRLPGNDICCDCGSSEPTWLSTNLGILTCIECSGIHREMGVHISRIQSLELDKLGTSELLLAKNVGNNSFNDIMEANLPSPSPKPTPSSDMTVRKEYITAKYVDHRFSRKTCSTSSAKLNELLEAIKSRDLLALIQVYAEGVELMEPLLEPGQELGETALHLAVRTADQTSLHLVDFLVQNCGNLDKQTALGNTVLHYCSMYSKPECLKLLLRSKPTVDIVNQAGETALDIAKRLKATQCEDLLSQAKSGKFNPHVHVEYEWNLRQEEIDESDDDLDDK
KLK7 zymogen act = proKLK7 (human) activation, primary screen; 0.9% of 370,000 active; AID 652039; activation, % at 7 µM; purified proKLK7, EDANS-DABCYL substrate fluorescence; 100% is mature enzyme control, 0% vehicle; P49862;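 active = activation above the mean of all tested compounds plus 3 SD, computed per campaign excluding outliers beyond control limits, cut at about 13% in these data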
Tn6 DDE FP = DD(E)-Tn6 binding inhibition, primary FP screen; Fibrin DD(E) TRITC-Tn6 fluorescence polarization displacement; inhibition, % at 8.3 µM; 0.21% of 370,000 active; P02675;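 active = inhibition above a per-campaign cutoff: mean of compounds within control limits plus 3 SD, cut at about 15% in these data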;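 also: 0% = median of all compound wells on the plate and 100% = blocking peptide control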
ADAM10 inh = ADAM10 inhibition, QFRET primary screen; O14672; recombinant ADAM10, EDANS/DABCYL FRET peptide cleavage, 3 h; inhibition, % at 7 µM; 0.62% of 370,000 active;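 active = inhibition above a per-campaign cutoff equal to the mean of compounds falling between control-based bounds plus 3 SD, cut at about 20% in these data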;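 also: 0% = DMSO wells while the 100% control is not disclosed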
FXN GAA850 act = frataxin GAA850 promoter activation; HEK293 lucGAA850 FXN promoter luciferase reporter, 24 h; percent of 10 µM SAHA response; activation, % at 6 µM; 0.56% of 360,000 active; AID 540364;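 active = activation above the average of all compounds screened plus 3 SD, cutoff fixed separately per campaign, cut at about 7.5% in these data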;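 also: 0% = DMSO wells and 100% = 10 µM SAHA wells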
ARFGAP1 inh = rat ARFGAP1 inhibition; AID 651572; Arfgap1-stimulated ARF1 GTP hydrolysis, GDP FP detection; Q62848; inhibition, % at 16.5 µM; 0.26% of 360,000 active;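 active = inhibition above a per-plate limit, mean inhibition of low control wells plus 3 SD, cut at about 25% in these data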;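 also: 0% = DMSO wells with enzyme and 100% = wells lacking Arfgap1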
Target sequence (Q62848 1-136 limits assumed): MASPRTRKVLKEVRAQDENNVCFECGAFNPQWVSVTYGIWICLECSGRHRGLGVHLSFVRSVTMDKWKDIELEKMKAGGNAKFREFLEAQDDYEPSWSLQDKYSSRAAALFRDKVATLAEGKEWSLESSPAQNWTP
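Assay system: purified rat His6-Arfgap1 residues 1-136 (GAP domain); Reagent: human Δ17 ARF1 bound to GTP; Dosing: 16.5 µM single point, 1.26% DMSO; Times: GTP hydrolysis reaction 2 h at 25 °C; Signal: FP, GDP Alexa 633 tracer displaced from anti-GDP antibody, 620/688 nm; Measure: % inhibition from polarization.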
NPR1 activator = GC-A (human) enzyme activation | P16066 | HEK293 GC-A cells, cGMP TR-FRET, EC30 ANP; 0% at EC30 ANP, 100% saturating ANP | activation, % at 10 µM | 0.14% of 370,000 active | AID 1671463; in the data active = activation above about 40%
sPLA2-III inh = Inhibits HGIII-sPLA2 liposome hydrolysis, primary screen; QFRET BODIPY PC-A2 liposome hydrolysis, fluorescence; inhibition, % at 12.2 µM; 0.56% of 370,000 active;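 active = inhibition above mean plus 3 SD of compounds lying within the high and low control bounds, cut at about 19% in these data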;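 also: 0% = median of test compound wells and 100% = no enzyme DMSO wells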
Target sequence (Q9NZ20 whole entry, looked up): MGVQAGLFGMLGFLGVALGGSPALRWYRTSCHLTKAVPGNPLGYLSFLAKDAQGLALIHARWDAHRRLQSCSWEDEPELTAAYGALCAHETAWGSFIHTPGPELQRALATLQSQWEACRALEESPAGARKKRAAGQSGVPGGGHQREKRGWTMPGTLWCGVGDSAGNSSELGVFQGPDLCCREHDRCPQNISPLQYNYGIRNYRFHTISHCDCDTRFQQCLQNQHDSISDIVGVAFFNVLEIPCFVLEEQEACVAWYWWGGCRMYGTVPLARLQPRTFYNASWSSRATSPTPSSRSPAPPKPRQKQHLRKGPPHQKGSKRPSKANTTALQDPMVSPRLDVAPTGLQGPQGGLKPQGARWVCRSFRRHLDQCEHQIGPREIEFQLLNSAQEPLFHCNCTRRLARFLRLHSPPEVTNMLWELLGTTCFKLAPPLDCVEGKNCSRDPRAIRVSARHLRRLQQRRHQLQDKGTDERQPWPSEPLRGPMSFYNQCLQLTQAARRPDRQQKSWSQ
Starred values were filed as active, the others as inactive; · = not tested or not shown. Compounds as they come; about 4.5% have a hit in one of these screens.

SMILES	rCAG binder	GC-B act	ASAP1 inh	KLK7 zymogen act	Tn6 DDE FP	ADAM10 inh	FXN GAA850 act	ARFGAP1 inh	NPR1 activator	sPLA2-III inh
Cc1[nH]c(C)c2c(=O)[nH]ncc12	-2	-2	-2	0.4	-6	-8	3.5	0	2	11
Cc1ccc(/C=C2/NC(=O)N(c3ccccc3)C2=O)o1	6	27	-3	1.6	5	-14	5.0	-1	20	-8
CC(C)(C)N1CCC1CN (stereo not given)	-1	3	-12	0.1	3	-5	2.1	3	2	-1
CCN(c1cccc(C)c1)S(=O)(=O)c1cc2[nH]c(=O)c(=O)[nH]c2cc1C	5	1	12	-1.9	2	-45	-1.0	-12	1	-12
Cc1cc(C)c(C#N)c(N2CCN(Cc3ccccc3)CC2)n1	-6	2	6	-0.3	0	-3	-3.0	-3	-3	0
CCn1cc(Br)c(C(=O)NC(C)c2ccccc2)n1 (stereo not given)	-1	2	1	0.3	7	-2	-0.4	3	-2	-6
CC(C)c1ccc(S(=O)(=O)N2CCN(C(=O)c3ccco3)CC2)cc1	-7	0	-5	0.8	9	-1	2.0	-1	1	-2
COc1ccccc1CNC(=O)c1cccc(S(=O)(=O)N2CCN(c3ccc(F)cc3)CC2)c1	15	1	-5	0.4	-3	10	-3.0	1	1	-1
O=C(Cn1ccccc1=S)c1ccc(Cl)c(Cl)c1	-1	11	-10	0.5	4	0	-1.2	1	2	6
CC(C)(C)OC(=O)CNC(=O)c1[nH]cnc1C(=O)NCCCCCNC(=O)OC(C)(C)C	-12	9	-3	0.8	-1	-2	-3.9	6	-1	-3
CC(=O)Nc1ccc(N2C(C(C)=O)=NN(c3ccc(Cl)cc3)C2c2sccc2C)cc1 (stereo not given)	-1	-2	11	0.1	4	-4	-2.5	12	-6	-2
Nc1c2c3c(sc2nc(=O)n1N)CCCC3	1	-3	-6	0.2	0	-34	1.3	0	3	1
CC(C)OP(=O)(c1ccc(N(C)C)cc1)C(O)c1ccncc1 (stereo not given)	-3	2	-7	-0.2	5	-5	-2.8	-2	5	6
CCN=C1SC(CC(=O)NCCc2ccc(OC)cc2)C(=O)N1CC (stereo not given)	-3	1	5	-0.3	9	0	2.2	1	-1	-11
CN(c1ccccc1)S(=O)(=O)c1cccc(NS(=O)(=O)c2cccc(C(=O)O)c2)c1	11	-1	-7	0.2	3	-11	0.1	4	-1	-12
O=C(Nc1cccc(C(=O)Nc2cccc(Br)c2)c1)c1ccccc1	12	-2	-9	0.4	1	4	2.2	0	1	-9
COc1cc(C)c2sc3ccccc3c(=O)c2c1NCCN(C)C	10	-13	4	-1.0	2	-16	4.9	10	-11	20*
Cc1nc(N2CCN(c3ccccc3F)CC2)[nH]c(=O)c1C	3	-1	10	-0.1	-6	-4	0.8	-4	-7	2
CCOC(=O)c1ccc(NC(=S)N(Cc2cccnc2)Cc2ccco2)cc1	0	3	3	0.2	-3	1	0.9	14	1	-15
Cc1ccccc1Cn1cc(COC(=O)N2CCOCC2)nn1	3	12	·	0.6	10	-5	·	·	2	7
CCOc1ccc(S(=O)(=O)N2CCC(C(=O)OC(C)C(=O)N(C)C3CCCCC3)CC2)cc1 (stereo not given)	-4	1	-3	0.3	-8	13	2.0	6	-4	-6
CSc1ccc(CN2CCC(C)(Oc3ccc4ccccc4c3)C2)cc1 (stereo not given)	2	1	-4	0.3	-2	-11	-0.3	-14	2	-8
CCc1nnc(NC(=O)C2CCCN2S(=O)(=O)c2ccccc2)s1 (stereo not given)	-2	-2	-4	0.0	-3	-4	2.4	5	-1	-7
CC1Cc2cc(/C=C3/SC(=S)N(C)C3=O)ccc2O1 (stereo not given)	1	-2	6	-0.1	-3	5	0.1	12	-2	7
O=C(O)C1CCCCC1C(=O)Nc1ccc2c(c1)OCO2 (stereo not given)	2	1	-1	-0.7	7	-14	2.4	-3	1	4
O=C(O)C1C2CC2CN1C(=O)c1ccc(Cl)cc1 (stereo not given)	-5	7	-7	-0.4	2	-1	-0.6	-14	0	7
COc1ccccc1C(=O)NCCC(=O)NCCC12CC3CC(CC(C3)C1)C2	-6	2	-16	0.2	3	6	8.1*	2	1	-1
COc1cc(NC(=O)c2ccc(Cl)cc2)c2ncccc2c1	-1	-9	6	0.3	-1	-2	-1.3	20	4	0
COC(=O)[C@]12C[C@H](CC(=O)N3CCN(C(=O)C4CC4)CC3)C(=O)N(Cc3ccc4c(c3)OCO4)C1=C[C@H](COCc1ccccc1)O[C@@H]2C	5	2	-10	0.8	-2	-10	·	2	0	3
CCC(C)NC(=O)c1c(C)cc(=O)oc1C (stereo not given)	-3	1	5	-0.2	-2	2	-1.1	13	-3	1

Whole records, quoted from the list. Values in the order: rCAG binder | GC-B act | ASAP1 inh | KLK7 zymogen act | Tn6 DDE FP | ADAM10 inh | FXN GAA850 act | ARFGAP1 inh | NPR1 activator | sPLA2-III inh
Entry for CCC(C)NC(=O)c1c(C)cc(=O)oc1C (stereo not given) → -3 | 1 | 5 | -0.2 | -2 | 2 | -1.1 | 13 | -3 | 1
Entry for CC(C)(C)OC(=O)CNC(=O)c1[nH]cnc1C(=O)NCCCCCNC(=O)OC(C)(C)C → -12 | 9 | -3 | 0.8 | -1 | -2 | -3.9 | 6 | -1 | -3
Entry for Cc1nc(N2CCN(c3ccccc3F)CC2)[nH]c(=O)c1C → 3 | -1 | 10 | -0.1 | -6 | -4 | 0.8 | -4 | -7 | 2

Following part
SMILES	rCAG binder	GC-B act	ASAP1 inh	KLK7 zymogen act	Tn6 DDE FP	ADAM10 inh	FXN GAA850 act	ARFGAP1 inh	NPR1 activator	sPLA2-III inh
C=CCn1c(C)cc(C(=O)COC(=O)CNC(=O)c2ccccc2)c1C	-7	-4	-2	0.2	6	-1	-9.1	-6	2	6
O=C(NCCc1ccccc1)C(=O)NCC1OCCCN1S(=O)(=O)c1cc(F)ccc1F (stereo not given)	-1	12	5	-0.2	1	-3	2.6	5	3	-1
CC12CCC(C(=O)NNc3ccc([N+](=O)[O-])cc3)(OC1=O)C2(C)C (stereo not given)	-3	-3	6	-0.1	-6	0	2.9	-11	-2	9
COc1cccc(C(=O)NN2C(=S)N(c3ccccc3)C(=O)C2CC(N)=O)c1 (stereo not given)	0	2	-3	0.3	5	9	7.8*	8	-2	-39
CCCCn1nc(NC(=O)c2cccs2)c2cc3ccccc3nc21	9	10	11	-5.5	-1	-116	-4.2	24	10	3
CCN(CC)c1ccc(/C=C2/C(=O)c3ccc(C(=O)O)cc3C2=O)cc1	55*	-5	-7	0.4	-5	1	4.8	-14	3	-4
O=C(Nc1ccccc1)C1=C[C@H](c2csc3ccccc23)C[C@H](OCc2ccc(CO)cc2)O1	8	-1	10	1.1	8	7	-0.2	2	-2	-13
O=C(Nc1ccccc1)C1=C[C@@H](c2ccc(C(F)(F)F)cc2)C[C@@H](OCc2ccc(CO)cc2)O1	9	1	-10	0.7	-3	27*	-4.0	13	-2	-7
COc1ccc(C(=O)Nc2ccc(S(=O)(=O)NC(C)(C)C)cc2)cc1[N+](=O)[O-]	7	-2	-1	-0.1	-6	7	0.5	3	-7	-15
Cn1c(=O)[nH]c(=O)c2c1nc(N1CCCCC1)n2CC(O)COc1ccccc1 (stereo not given)	-7	-8	2	0.3	-2	4	1.3	-13	-10	0
O=C(CSc1nnc2n1CCCN2)c1ccc(Cl)cc1	-3	5	5	-0.5	-3	-7	-0.4	-13	1	-4
O=C(CSCC(=O)NC1CC1)Nc1ccc2ccccc2c1	3	6	5	-0.7	-1	-1	0.8	1	0	8
Cc1cccc(OCC(=O)Nc2ccc(NC(=O)c3ccccc3)cc2)c1	0	9	-6	-0.1	-6	4	-3.7	-1	-1	-7
CCc1ccc(OCC(=O)NC(NC(=S)Nc2ccccc2)C(Cl)(Cl)Cl)cc1 (stereo not given)	4	2	8	-0.4	-2	5	-2.8	2	-16	7
CN(C(=O)C12CC3CC(CC(C3)C1)C2)C1CCS(=O)(=O)C1 (stereo not given)	1	-2	-4	0.0	-1	5	-1.0	-17	-2	1
Cc1noc(C)c1CSc1ccc(Br)cc1	-5	1	-6	-0.3	-2	2	0.1	-6	-1	1
O=C(N/N=C/c1cc2c(cc1Br)OCO2)c1cccnc1	-3	4	-4	-0.3	5	-14	1.1	19	-5	-3
Cc1ccc(NC(=O)c2cc(S(=O)(=O)N3CCCCC3)ccc2N2CCOCC2)cc1S(=O)(=O)N(C)C	4	2	9	0.5	-2	0	0.4	1	-6	-16
Cc1cc(C(=O)N2CCCC(N3CCN(Cc4ccc5c(c4)OCO5)CC3)C2)n[nH]1 (stereo not given)	-6	6	-11	0.1	6	1	-0.6	-4	-1	-1
O=C(NNC(=S)NCc1ccco1)C(c1ccccc1)c1ccccc1	0	-3	-8	0.0	7	14	-0.1	12	-6	18
CCNC(=O)C1(C)CCCN(Cc2csc(-c3ccccc3)n2)C1 (stereo not given)	7	1	-5	0.3	0	-6	0.4	-6	1	2
COc1ccc(N(C(=O)c2ccco2)S(=O)(=O)c2cccc([N+](=O)[O-])c2)cc1	0	-2	16	0.5	-1	1	-0.3	-8	-2	-1
CSc1ccccc1NC(=O)Nc1cccc(F)c1	0	0	1	-0.1	6	-2	3.4	3	0	-1
COc1cccc(C2/C(=C(\O)c3ccc4c(c3)OCO4)C(=O)C(=O)N2CCN(C)C)c1OC (stereo not given)	-1	2	9	-0.3	1	1	1.1	4	1	-2
O=C(NC(c1ccc2c(c1)OCO2)c1ccccn1)C1CCN(CCOc2ccccc2)CC1 (stereo not given)	1	-2	-21	-0.1	0	-1	-1.1	7	-1	-8
CCCCNC(=O)C[C@@H]1C[C@@]2(C(=O)OCC)CCC=C2N(Cc2cccc3ccccc23)C1=O	2	-1	-7	-0.3	4	8	·	2	-1	-14
N#Cc1c(NC(=O)COC(=O)c2ccc(S(=O)(=O)N3CCCC3)cc2)sc2c1CCCCC2	3	7	3	0.1	-1	-2	0.9	-8	-2	-3
Cc1ccc(C(=O)N/C(=C\c2ccc(-c3ccc(Br)cc3)o2)C(=O)NC2CCS(=O)(=O)C2)cc1 (stereo not given)	4	-4	-4	-8.1	-12	-128	0.4	-6	-5	-1
O=C(NC1CCCCC1)C(c1cccs1)N(C(=O)c1ccco1)c1ccc2c(c1)OCCO2 (stereo not given)	-2	-5	-11	0.5	2	-7	-1.9	-3	-5	-5
CCOC(=O)NC(=O)COC(=O)Cc1cc(OC)c(OC)c(OC)c1	-6	0	0	0.7	-3	-4	-0.1	9	-3	8
O=C(C[C@H]1C/C=C\C[C@@H](Cc2ccc(F)cc2)C(=O)OC[C@H]2CCCN2C1=O)N[C@H](CO)Cc1ccccc1	-10	1	2	-0.3	2	0	0.5	-7	5	-11
O=C(Nn1cnnc1)C1CCCN1S(=O)(=O)c1ccc(F)cc1 (stereo not given)	-2	2	-5	0.0	9	3	-1.4	5	3	7
CCOC(=O)[C@@]12CN(C(=O)OC(C)(C)C)CC=C1N(Cc1ccc(OC)cc1)C(=O)[C@H]2CC(=O)NCCCCc1ccccc1	1	-11	·	0.9	-2	22*	·	·	-3	-19
Cc1ccccc1Cc1c(C)nc2c(C(=O)NCc3ccc4c(c3)OCO4)cnn2c1C	6	-3	5	-0.9	6	-14	4.0	11	-4	-4
